Compound activity: PubChem, Southern Research Specialized Biocontainment Screening Center
VEEV TC-83 Vero – inhibitors of VEEV TC-83 cytopathic effect, confirmation, Vero cells (AID 588727); Vero cells, VEEV TC-83 cytopathic effect inhibition; higher % means a stronger effect; 350,000 compounds, 0.13% hits; inhibition, % at 20 µM; hits with a dose series show IC50 in µM; in the data active = a potency from the dose series; inconclusive = inhibition mostly from about 14% at the one dose, without a potency; inactive = the rest, 99 in 100 with inhibition below about 12%; note: strong numbers were not always called active
Salmonella PhoP GFP – PhoP regulon inhibitors, Salmonella typhi PhoP promoter GFP reporter, confirmatory (AID 1850); 310,000 compounds, 0.33% hits; Salmonella Typhi PhoP-promoter GFP reporter, fluorescence, 4 h; higher % means a stronger effect; inhibition, % at 50 µM, or IC50 in µM where a hit was titrated; in the data active = a potency from the dose series; inconclusive = inhibition mostly from about 25% at the one dose, without a potency; inactive = the rest, 99 in 100 with inhibition below about 19%;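 note: 0% = induced wells with vehicle and 100% = uninduced wells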
influenza NS1A – H1N1 influenza NS1A inhibitors, functional cell based assay (AID 504329) | NS1A functional cell-based assay, percent inhibition; higher % means a stronger effect | 340,000 compounds, 0.3% hits | inhibition, % at 12.5 µM, or IC50 in µM where a hit was titrated; in the data active = a potency from the dose series; inconclusive = inhibition above about 27% without an active follow-up result; note: strong numbers were not always called active
M. tuberculosis – growth inhibition of non-replicating M. tuberculosis (AID 488890); Mycobacterium tuberculosis non-replicating, growth inhibition; higher % means a stronger effect; inhibition, % at 25 µM, or IC50 in µM where a hit was titrated; 320,000 compounds, 0.39% hits; in the data active = a potency from the dose series; inconclusive = inhibition mostly from about 82% at the one dose, without a potency; inactive = the rest, 99 in 100 with inhibition below about 76%;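 note: plate controls were DMSO cells for no effect and high antibiotic wells for full effect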
M. tuberculosis HTS – M. tuberculosis growth inhibition, HTS (AID 449762); M. tuberculosis H37Rv growth inhibition, 7H9 media; higher % means a stronger effect; inhibition, % at 25 µM; hits with a dose series show IC50 in µM; 330,000 compounds, 0.59% hits; in the data active = a potency from the dose series; inconclusive = inhibition above about 70% without an active follow-up result;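 note: bacterial growth assessed after seven days of incubation; strong numbers were not always called active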
VEEV TC-83 Vero 10K pilot screen – further read-out of VEEV TC-83 Vero, marked with its call; inhibition, %; measured here: 10K pilot screen inhibition
An asterisk follows results filed as active; i = inactive; u = inconclusive; x = no result given.

SMILES | VEEV TC-83 Vero | Salmonella PhoP GFP | influenza NS1A | M. tuberculosis | M. tuberculosis HTS | others
CC(CN1CCOCC1)C(=O)c1ccccc1 (stereo not drawn) | i | -10.7% | -2.6% | 14.0% | 3.8%
COc1ccccc1CNC(=O)c1oc2ccc(S(=O)(=O)N3CCOCC3)cc2c1C | 0.6% | -2.0% | 2.8% | 20.1% | -0.1%
CC1CCN(c2c(NCc3ccc(C(=O)NCC4COc5ccccc5O4)cc3)c(=O)c2=O)CC1 (stereo not drawn) | 5.2% | -3.2% | -1.6% | x | -6.4%
CCCCn1c(N)c(N(CCC(C)C)C(=O)COC(=O)c2ccccc2)c(=O)[nH]c1=O | 0.9% | 0.2% | -5.2% | 9.0% | -7.4%
CC(C)Oc1ccc(N2CC(C(=O)NC3=NCCS3)CC2=O)cc1 (stereo not drawn) | 1.7% | 5.5% | 3.8% | -5.9% | 2.4%
COC(=O)COc1ccc(/C=C2\C(=O)NC(=S)N(c3ccc(C)cc3)C2=O)cc1OC | i | 1.5% | -5.6% | -5.3% | 4.0%
O=C(CC1(O)C(=O)Nc2ccccc21)c1cccc(-n2cccc2)c1 (stereo not drawn) | 1.5% | 9.0% | 10.2% | 7.0% | -3.1%
COc1ccc(-c2noc(CCC(=O)NCCc3ccccc3)n2)cc1 | i | -10.7% | -50.6% | 63.5% | -5.4%
O=C(CCCn1ncn2c(cc3occc32)c1=O)NCc1cccc(Cl)c1 | 0.1% | -22.0% | 9.2% | 5.8% | 2.2%
CCOc1cc(N2CCOCC2)c(OCC)cc1NC(=O)COC(=O)CCn1c(C)csc1=O | 0.8% | -4.8% | -1.1% | -1.0% | -2.5%
C[C@@H]1CN([C@@H](C)CO)C(=O)c2cccc(NC(=O)C3CCCCC3)c2O[C@@H]1CN(C)Cc1ccc(Cl)c(Cl)c1 | i | x | -4.9% | 54.6% | 18.4%
CN(C)S(=O)(=O)c1ccc(N2CCCC2)c(C(=O)NCc2ccccc2)c1 | 5.8% | -2.2% | -21.5% | 8.5% | -0.5%
O=C(NNC(=S)NCc1ccco1)c1ccccc1Br | 0.1% | -5.5% | -1.5% | 49.0% | -3.9%
COCCCNC(=S)Nc1ccc2nc3n(c(=O)c2c1)CCCCC3 | 0.7% | -4.0% | 6.7% | 69.8% | -7.0%
COc1ccc(CNC(=O)CN(c2ccccc2)S(=O)(=O)c2ccccc2[N+](=O)[O-])cc1 | 0.6% | 3.4% | 2.3% | 14.0% | -3.6%
O=C(NC1CCCC1)c1ccccc1-c1ccccc1 | 1.2% | 10.2% | 0.0% | 17.1% | 64.1%
CCC(C)NCCC(=O)Nc1ccc(Cl)c(S(=O)(=O)Nc2ccc(Cl)cc2)c1 (stereo not drawn) | 1.0% | 5.3% | 3.2% | 51.5% | 7.7%
CC1(C)Cc2c(sc(NC(=O)COc3ccccc3)c2C#N)C(C)(C)N1 | 5.8% | -4.7% | 9.0% | -16.7% | -12.0%
CCOC(=O)C1=C(C)NC2=C(C(=O)c3ccccc32)C1c1ccc([N+](=O)[O-])o1 (stereo not drawn) | 10.4% | 11.8% | 11.7% | 8.4% | 63.2%
CN(C(=O)COC(=O)c1ccc(Cl)c(S(=O)(=O)N2CCCCCC2)c1)C1CCS(=O)(=O)C1 (stereo not drawn) | 0.8% | x | -15.8% | 12.1% | -13.4%
CC1CCCCC12NC(=O)N(CC(=O)NCCc1c[nH]c3ccccc13)C2=O (stereo not drawn) | i | x | -3.4% | 23.2% | -5.6%
CCN1C(=O)[C@H]2[C@@H](c3ccc(-c4ccc(C(C)=O)cc4)cc3)N[C@@](Cc3ccccc3)(C(=O)OC)[C@H]2C1=O | 0.6% | -3.4% | 1.1% | -5.0% | -6.0%
N#C/C(=C\N1CCN(Cc2ccc3c(c2)OCO3)CC1)c1nc2ccccc2s1 | 1.2% | -5.8% | 8.8% | 54.4% | u
COc1cc(C(=O)Nc2ccncc2)c([N+](=O)[O-])cc1OC | 0.3% | -8.5% | 7.0% | 2.6% | -3.5%
CC(=O)N/N=C\c1ccccc1OC/C=C/c1ccccc1 | 0.8% | -5.9% | 29.2% | 19.1% | 5.9%
S=C(NCc1ccco1)Nc1cc(Cl)c(Cl)cc1Cl | 1.0% | -7.0% | -3.3% | 79.3% | -21.2%
Cc1cc(/C=C2\C(=O)NC(=O)N(Cc3ccccc3)C2=O)c(C)n1C1CC1 | 0.1% | -6.9% | 2.8% | 39.0% | 12.6%
CC(C)N(Cc1nc(-c2ccccc2)no1)C(=O)CN(C)S(=O)(=O)c1ccccc1 | 2.7% | -0.3% | -25.1% | 14.4% | -4.4%
C/C(CC(C)(C)C1CCCCC1)=N\NC(N)=S | 0.6% | -14.2% | 7.9% | u | u
CC(OC(=O)c1ccc(Br)o1)C(=O)Nc1ccc2c(c1)OCCO2 (stereo not drawn) | 2.0% | x | -0.5% | 38.6% | 4.0%
COc1ccc(CCNC2CCCCC2)cc1 | 1.8% | 31.4% | -6.6% | 11.0% | 6.2%
c1ccc(OCC2CCNCC2)nc1 | 0.7% | -0.6% | -6.6% | -13.8% | 2.9%
COc1ccc(Cn2c(=O)oc3ccc(C)cc32)cc1 | i | 10.7% | -12.0% | 30.6% | -2.5%
Cc1nnc(CN(C)C(=O)CC2C(=O)NCCN2Cc2ccccc2C)o1 (stereo not drawn) | 2.2% | 2.8% | -4.8% | 0.5% | 0.3%
Cc1cc(C)cc(-n2c(C)cc(/C=C3\C(=O)NC(=O)N(C)C3=O)c2C)c1 | 1.2% | -3.6% | -2.8% | 21.5% | 4.4%
CC(C)(C)C(=O)CCN1C(=O)C2(OCCO2)c2ccccc21 | 0.7% | -8.8% | -6.9% | -3.0% | -4.7%
O=C(N/N=C/c1cc([N+](=O)[O-])ccc1O)C1CCCCC1 | 2.3% | -0.3% | 2.6% | 1.97µM* | u
Nc1cc(C(=O)OCC(=O)N2CCN(C(=O)COC(=O)c3ccc(Cl)c(N)c3)CC2)ccc1Cl | 0.6% | x | -10.0% | x | x
COc1ccc(CC(=O)Nc2cccc3c2CCCC3)cc1 | i | -2.1% | -9.5% | 30.4% | 1.0%
O=C(CN1C(=O)COc2ccccc21)NCc1ccc(C(=O)O)cc1 | 0.5% | 2.9% | -6.1% | -10.4% | -3.8% | VEEV TC-83 Vero 10K pilot screen=1.3
C=CCNc1ncnc2c1cnn2-c1ccc(OC)cc1 | 9.1% | 1.6% | 3.4% | 27.1% | 9.9%
COC(=O)[C@@]1(Cc2ccc(F)cc2)[C@H]2c3cc(C(=O)N(C)C)n(C[C@H](O)CO)c3C[C@H]2CN1C(=O)c1ccccc1 | 2.1% | -3.8% | -1.9% | -1.4% | -2.2%
O=C(NCc1ccncc1)C(=O)N/N=C/c1ccc(OCc2ccccc2)cc1 | 0.1% | 19.9% | 6.0% | -2.0% | 6.2%
CCc1ccc(C(N)=S)cc1 | i | 4.8% | 3.6% | u | 40.3%
CC(C)C[C@@H](CN1C(N)=NC[C@@H]1C)NC(=O)CC12CC3CC(CC(C3)C1)C2 | 2.2% | x | -2.1% | 22.2% | -0.3%
CC1=CC(=O)OC2CC3OC4C[C@@H](C)C5OC6CC7O[C@]8(C)C/C=C\C9OC%10CC%11OC(CC(C)CO)CC(O)[C@]%11(C)OC%10CC9OC8C[C@]7(C)O[C@]6(C)CCC5OC4C[C@]3(C)OC12 (stereo partly drawn) | i | -1.5% | -5.9% | 53.7% | 3.9%
O=C(CSc1nc2ccccc2[nH]1)c1c[nH]c2ccccc12 | 1.1% | -3.7% | 11.5% | 9.3% | -3.3%
O=C(Cn1cc(COc2ccc(Br)cc2)nn1)c1ccc(O)cc1 | 0.0% | x | -5.1% | x | x
O=C1NC2=C(C(=O)c3ccccc32)C(c2ccccc2)N1 (stereo not drawn) | 1.3% | -6.7% | 0.8% | -7.9% | -2.6%
C/C(=N\Nc1nc(Cl)c(Cl)cc1Cl)c1ccc(S(=O)(=O)NCc2ccco2)cc1 | 8.9% | -5.1% | 1.9% | 7.2% | 10.1%
CCN1C(=O)[C@H]2[C@@H](c3ccc(-c4ccc(OC)cc4)cc3)N[C@@](Cc3ccccc3)(C(=O)OC)[C@H]2C1=O | 1.0% | -3.5% | 10.2% | -2.1% | -3.5%
O=C(O)c1ccc(-c2sc(Nc3ccccc3)n[n+]2-c2ccc(F)cc2)cc1 | 0.2% | -0.7% | 4.3% | -9.7% | -5.2% | VEEV TC-83 Vero 10K pilot screen=0.6
O=C(CNC(=O)c1ccc(S(=O)(=O)N2CCCC2)cc1)N/N=C/c1ccc(Cl)cc1 | 2.2% | -11.1% | -1.9% | -20.9% | 2.3%
CCCCCc1ccc(OCCC[n+]2ccccc2)c(CCCCC)c1 | i | 39.5µM* | 3.9% | u | u
CC12CCC(=O)N1C(C(=O)Nc1cc(C(F)(F)F)ccc1N1CCOCC1)CS2 (stereo not drawn) | 8.4% | 2.6% | -2.0% | -1.0% | 7.8%
N#Cc1ccccc1NC(=O)CSc1nccn1CCc1ccccc1 | 2.8% | -5.5% | -2.0% | 10.1% | 0.5%
COc1ccccc1C(=O)Nc1ccc2c(c1)nc(CN1CCCCC1)n2C | 2.8% | 13.0% | -3.7% | 7.2% | 2.4%
O=C1Nc2ccc([N+](=O)[O-])cc2C1=Nc1cccc(CO)c1 | 0.3% | x | -5.4% | x | x
CC(=O)c1cc(OC(=O)c2ccncc2)ccc1OC(=O)c1ccncc1 | 2.2% | 5.0% | -5.0% | 2.2% | -3.1%
Cc1nc(CS(=O)(=O)c2ccccn2)sc1C(=O)NNC(=O)c1c(F)cccc1Cl | i | 15.6% | x | -14.9% | 0.4%
Further results follow.
SMILES | VEEV TC-83 Vero | Salmonella PhoP GFP | influenza NS1A | M. tuberculosis | M. tuberculosis HTS | others
CCc1cc(C(=O)OC)c(NC(=O)CCC(=O)O)s1 | 1.4% | 1.8% | 2.7% | 12.4% | -12.0%
NC(=O)c1c(NC(=O)c2ccc(S(=O)(=O)N(CCCl)CCCl)cc2)sc2c1CCCCC2 | 0.6% | -15.3% | -7.5% | 5.9% | -0.3% | VEEV TC-83 Vero 10K pilot screen=0.8
COC(=O)c1ccccc1NC(=O)CC(=O)Nc1ccccc1C(=O)OC | 3.7% | -6.3% | -0.3% | u | 16.2%
COc1cc(Cl)c(C)cc1NC(=O)CN1C(=O)C2CCCCC2C1=O (stereo not drawn) | 0.9% | x | -9.9% | 7.0% | -8.6%
COc1ccc(NC(=O)Nc2ccc(F)cc2F)c(C)c1 | i | -13.7% | -11.6% | 5.5% | -9.2%
C=CCN(CC=C)C(=O)C1CCN(S(=O)(=O)c2ccc(-n3cnnn3)cc2)CC1 | i | 3.1% | 7.3% | -4.4% | 1.1%
Cc1ccc2nc(C)c(C(=O)N/N=C/c3cccs3)cc2c1 | 0.3% | -5.5% | 3.9% | -8.8% | -3.2%

Grouped by structure: the compounds so far containing a furan ring, fused or not.
SMILES | VEEV TC-83 Vero | Salmonella PhoP GFP | influenza NS1A | M. tuberculosis | M. tuberculosis HTS | others
COc1ccccc1CNC(=O)c1oc2ccc(S(=O)(=O)N3CCOCC3)cc2c1C | 0.6% | -2.0% | 2.8% | 20.1% | -0.1%
O=C(CCCn1ncn2c(cc3occc32)c1=O)NCc1cccc(Cl)c1 | 0.1% | -22.0% | 9.2% | 5.8% | 2.2%
O=C(NNC(=S)NCc1ccco1)c1ccccc1Br | 0.1% | -5.5% | -1.5% | 49.0% | -3.9%
CCOC(=O)C1=C(C)NC2=C(C(=O)c3ccccc32)C1c1ccc([N+](=O)[O-])o1 (stereo not drawn) | 10.4% | 11.8% | 11.7% | 8.4% | 63.2%
S=C(NCc1ccco1)Nc1cc(Cl)c(Cl)cc1Cl | 1.0% | -7.0% | -3.3% | 79.3% | -21.2%
CC(OC(=O)c1ccc(Br)o1)C(=O)Nc1ccc2c(c1)OCCO2 (stereo not drawn) | 2.0% | x | -0.5% | 38.6% | 4.0%
C/C(=N\Nc1nc(Cl)c(Cl)cc1Cl)c1ccc(S(=O)(=O)NCc2ccco2)cc1 | 8.9% | -5.1% | 1.9% | 7.2% | 10.1%
